# From PubChem BioAssay
# Platelet DG rel = modulates dense granule release in human platelets | human platelet-rich plasma, SFLLRN dense granule ATP release, luminescence | inhibition, %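 (compounds screened at 7.5 µM in platelet-rich plasma)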 | 0.22% of 300,000 active;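 active = mean replicate score, as percent of positive control, at or above 50; inconclusive = mean below 50 but at least one replicate at or above 50; inactive = mean and every replicate below 50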
# HIF act = HIF pathway transcriptional activation | U2OS HRE-luciferase reporter, luminescence; normalized: DMSO 0%, desferrioxamine 100% | activation, % at 7.5 µM (by protocol) | 0.32% of 300,000 active | AID 1910;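 active = mean activation of at least 10% of the iron chelator positive control signal, with at least half of replicates also reaching 10%; inconclusive = mean and replicate majority disagree about reaching 10%; inactive = mean and most replicates under 10%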
# aSyn 5UTR inh = 5' untranslated region of α-synuclein, MLPCN primary screen; AID 1813; alpha-synuclein 5'UTR reporter, inhibitor activity; inhibition, % (tested at 7.5 µM); 0.82% of 300,000 active; in the data active = inhibition above about 60%; inconclusive = no clear call, values can overlap the other calls;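 also: H4 neuroglioblastoma cells stably carrying SNCA 5'UTR luciferase fusion; 0% = DMSO wells and 100% = positive control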
# HSP90 inh = blocks HSP90-mediated luciferase refolding in reticulocyte lysate; 0.91% of 290,000 active; inhibition, % at 5.6 µM; AID 1789; Rabbit reticulocyte lysate, luciferase refolding luminescence, 3 h;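 active = inhibition above the screen-wide mean plus 3 SD, computed separately per campaign, cut at about 16% in these data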;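 also: 0% = DMSO wells and 100% = 60 µM geldanamycin wells; inhibitors lower the luminescence because luciferase stays unfolded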
# IEC-6 cytotox = IEC-6 cytotoxicity, counter-screen for KLF5 inhibitors; luminescence viability; inhibition, % at 5 µM; 0.78% of 290,000 active; AID 1825; in the data active = inhibition above about 22%;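 also: 0% = plate median of test compound wells and 100% = cytotoxic reference compound wells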
# HSF1 inh = HSF1 inhibition | 0.77% of 300,000 active | activity change, negative = inhibition, % at 7.5 µM (by protocol) | NIH3T3-HGL HSE-luciferase, MG132-induced, luminescence 8 h; stronger effect = lower value | AID 2098;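 active = more than half of replicate wells show activity change below -50%, luminescence cut by over half; inconclusive = some wells, but at most half, below -50%; inactive = no replicate well below -50%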;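 also: luciferase reports HSF-1 transcriptional activity via heat shock element; 0% = median of DMSO wells and -100% = zero luminescence signal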
# KLF5 inhibitor = kruppel-like factor 5 inhibition | DLD-1 KLF5 promoter-luciferase reporter, luminescence | inhibition, % at 5 µM | 0.23% of 290,000 active | AID 1700;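 active = inhibition above a per-plate limit of that plate's mean compound inhibition plus 3 SD, cut at about 60% in these data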;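 also: 0% = DMSO wells and 100% = LY294002 at 200 µM; higher means less KLF5 promoter-driven luciferase light; inactives centre near -14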
# HDAC3 inhib = blocks human histone deacetylase 3; AID 2718; recombinant HDAC3, fluorogenic peptide/trypsin coupled, fluorescence; inhibition, % at 8.3 µM; 0.15% of 320,000 active; O15379; in the data active = inhibition above about 26%, passing the limit was not always enough; inconclusive = no clear call, values can overlap the other calls
# Target sequence (O15379 whole entry, looked up): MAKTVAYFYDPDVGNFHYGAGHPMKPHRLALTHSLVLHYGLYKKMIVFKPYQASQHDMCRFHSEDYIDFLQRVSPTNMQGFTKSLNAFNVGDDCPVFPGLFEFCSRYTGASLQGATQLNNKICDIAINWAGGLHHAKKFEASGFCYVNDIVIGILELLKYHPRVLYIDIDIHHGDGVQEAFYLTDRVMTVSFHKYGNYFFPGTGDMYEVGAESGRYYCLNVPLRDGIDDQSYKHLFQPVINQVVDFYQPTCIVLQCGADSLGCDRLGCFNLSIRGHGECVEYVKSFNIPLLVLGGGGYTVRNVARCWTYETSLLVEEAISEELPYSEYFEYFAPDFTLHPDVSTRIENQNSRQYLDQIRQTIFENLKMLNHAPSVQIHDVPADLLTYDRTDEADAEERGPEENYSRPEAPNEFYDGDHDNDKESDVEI
# HSF1 activator = increases HSF-1 driven luciferase reporter signal; activation, % at 9 µM; 1.7% of 300,000 active; AID 504408; NIH3T3-HGL HSF-1 luciferase reporter, MG132, 8 h; 100% = twice DMSO control signal;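 active = mean replicate activation of at least 50% with a set share of replicates each reaching 50%; inconclusive = only one of those two conditions met; inactive = mean below 50% and too few replicates reaching it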;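 also: 0% = median of the neutral control wells and 100% = twice that signal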
# AI-2 QS modul = Vibrio harveyi AI-2 quorum sensing modulation; activity change, % at 7.5 µM; 0.4% of 300,000 active; AID 2094; Vibrio harveyi JMH597 AI-2 luminescence/OD600 ratio, 9 h; stronger effect = lower value; strain lacks LuxN and CqsS sensors; 0 = neutral-control median; in the data active = activity change below about -75%, passing the limit was not always enough; inconclusive = no clear call, values can overlap the other calls;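 also: luminescence divided by OD600 gain over 9 h not by final OD600 alone; inactives centre near 13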
# * hit, by the source's call; ? = inconclusive; nt = not tested or not shown.
SMILES,Platelet DG rel,HIF act,aSyn 5UTR inh,HSP90 inh,IEC-6 cytotox,HSF1 inh,KLF5 inhibitor,HDAC3 inhib,HSF1 activator,AI-2 QS modul
COCCCNC(=O)/C(C#N)=C/c1c(N2CCCCCC2)nc2ccccn2c1=O,8,0.7,35,2,5,1,1,-56,2,8
CN(C)c1ccc(C=C2C(=O)OC3(CCCC3)OC2=O)cc1,12,0.2,1,-5,-1,-7,-42,9,-4,1
CSc1cccc(N2CC(C(=O)NCCC3=CCCCC3)CC2=O)c1 (stereo unspecified),5,0.8,-3,nt,nt,10,nt,-1,11,14
CCOC(=O)c1csc(NC(=O)COc2ccc(Cl)cc2Cl)n1,2,-0.1,12,2,-4,-5,-25,-2,9,25
NC(=O)c1ccccc1NC(=O)COC(=O)C1(c2ccccc2)CC1,-18,1.7,-5,nt,nt,-15,nt,0,14,42
Cc1nnsc1C(=O)N1CCN(c2ccc(C#N)cn2)CC1,-4,0.3,26,-4,-3,-7,-22,2,-4,22
CCOC(=O)N1CCN(C(=O)COc2ccc(Cl)c(C)c2)CC1,0,0.0,-8,-1,-7,12,-4,3,26,14
O=C(CCNC(=O)c1ccc([N+](=O)[O-])cc1)NCCCN1CCCC1=O,6,-0.1,12,-3,2,4,-37,6,-12,18
CN1CCc2[nH]c3ccc(C(=O)NN)cc3c2C1,10,1.2,-7,-1,-7,2,-12,4,-5,33
CCNC(=O)CSc1nc2ccccc2c(=O)n1-c1cccc(OC)c1,4,-0.5,-39,3,0,7,-28,2,12,3
O=C(COc1coc(CN2CCN(c3ccccc3F)CC2)cc1=O)NC1CCCC1,20,-0.3,18,nt,nt,-3,nt,-4,-1,27
Cc1nn(C)c(Oc2cccc(Cl)c2)c1C(=O)Nc1ccc(F)cc1,9,0.0,-16,3,-2,-4,6,-6,-5,21
CS(=O)(=O)c1ccc(C(=O)NCC2(N3CCCCC3)CCCCC2)cc1,2,-0.4,25,-2,6,-1,-2,-2,-2,17
Cc1cccc(OCC(=O)NCC(=O)N=Nc2c(O)[nH]c3ccc([N+](=O)[O-])cc23)c1,-6,-0.3,16,4,-6,-2,-9,-1,-13,5
CCc1ccc(-c2cc(C)no2)cc1S(=O)(=O)N1CCN(c2cccc(C)c2C)CC1,-1,-0.1,5,6,0,-1,-15,2,-4,28
CCCN1CCN(C(=O)c2ccc(Sc3ccc(C)cc3)c(NC(C)=O)c2)CC1,-1,0.2,-13,3,3,16,12,1,?,9
COc1cccc(N=NC2C(=O)N(C(N)=S)N=C2C)c1 (stereo unspecified),-1,1.6,-95,nt,nt,13,nt,-1,17,3
C=CCO/N=C(/C)c1ccc(Oc2cnccn2)cc1,1,0.2,-10,0,4,1,12,10,8,4
COc1cc(OC)cc(C(=O)N2CCN=C2SCc2cccnc2)c1,-5,nt,19,0,-1,1,-32,3,2,13
Cc1cccc(NC(=S)NC2CC3CCC(C2)N3Cc2ccco2)c1 (stereo unspecified),2,-0.2,8,-1,0,-5,-14,-7,-5,28
Cc1ccc(NC(=O)CCN2C(=O)C3C4CCC(C4)C3C2=O)cc1[N+](=O)[O-] (stereo unspecified),-35,-0.4,-5,-3,-2,-6,-16,0,5,1
COC(=O)CN1C(=O)C(O)(CC(=O)c2ccccc2)c2ccccc21 (stereo unspecified),-1,-0.1,-11,-1,6,-1,-36,-8,1,15
O=C(NNC(=O)c1sccc1-n1cccc1)c1ccc(Cl)cc1,11,-0.2,15,3,-6,-1,-7,4,3,15
COc1ccc(-c2noc(C(=O)NCc3ccccc3Cl)n2)cc1OC,3,0.2,9,-3,2,-7,-15,-5,6,20
Cc1cccc(C)c1OCCCn1ccnc1,2,-25,3,-1,-8,5,-9,4,18,8
SMILES,Platelet DG rel,HIF act,aSyn 5UTR inh,HSP90 inh,IEC-6 cytotox,HSF1 inh,KLF5 inhibitor,HDAC3 inhib,HSF1 activator,AI-2 QS modul
CCCCOc1ccc(C(=O)Nc2ccc(CN3CCOCC3)cc2)cc1,-3,0.0,-50,-3,-2,-8,-33,-3,-35,13
CNC(=O)COC(=O)c1ccc([N+](=O)[O-])cc1Cl,11,0.0,23,1,-6,nt,11,2,nt,22
O=C(c1cccc(C(F)(F)F)c1)N1CCc2c([nH]c3ccccc23)C1C(F)(F)F (stereo unspecified),7,-0.2,36,0,4,2,12,4,5,20
CCOc1ccc(-c2nnc(NC3=NCCCCC3)o2)cc1,-1,2.2,-117,3,2,30,-128,3,20,16
c1cc2c3c(cccc3c1)NC1(CCCCCC1)N2,-3,-0.7,14,-1,-1,6,-19,-7,33,11
Cc1nc(SCC(=O)Nc2ccc(F)cc2)c2oc3ccccc3c2n1,-4,0.3,-4,0,0,-6,-15,-4,-14,17
CCCCC(=O)Nc1ccc(Cl)cn1,6,1.0,-13,-1,0,-3,-44,3,8,4
C/C=C/C=C/C(=O)N1CC[C@]23c4ccccc4N[C@H]4N(C)c5cccc6c5[C@]42CCN([C@H]6C2OC2(C)C)[C@H]13 (stereo partly specified),1,0.7,6,nt,nt,-19,nt,13,-17,21
O=C(Cn1ncc2c([nH]c3ccccc32)c1=O)NCC1CCN(Cc2ccc(F)cc2)CC1,4,0.6,18,-1,-2,-1,-14,-3,10,4
Cc1ccc(N2C(=O)Nc3ccc(Br)cc3C2(O)C(=O)NCCN(C)C)cc1C (stereo unspecified),-3,0.1,-2,1,4,-10,3,-4,-16,11
O=C1CC(c2ccc(S(=O)(=O)NCCOc3ccccc3)cc2)CN1 (stereo unspecified),1,0.0,0,-4,0,2,-1,-1,13,4
Nn1cc(-c2ccccc2)nc1SCC(=O)NCCc1ccccc1,2,0.0,11,-3,-8,4,-10,8,14,11
Nc1c(C(=O)O)sc2nc(-c3ccccc3)c3c(c12)CCCC3,-2,0.0,14,-2,3,2,-14,0,0,21
COCCCNC(=S)Nc1ccc(C)cc1[N+](=O)[O-],-1,2.3,-75,3,-4,1,-14,-6,-10,14
Cc1ccc(Nc2nc(N)nc(CCl)n2)c(C)c1,0,1.1,-45,0,100*,-63*,-15,-1,-59,-3
Cc1ccc(/C=C/C(=O)Nc2cc(=O)n(C)c(=O)n2C)o1,-12,-0.2,-42,7,-8,-1,16,3,-2,34
CCOc1cc([C@@H]2C[C@H]3CN(c4ccccc4)C(=O)[C@]34CCCN24)ccc1OC,4,2.5,0,-1,6,1,-13,-6,-4,10
CC(=O)Nc1ncc2c(n1)CC(c1ccco1)CC2=O (stereo unspecified),-3,-26,9,0,-4,1,-21,-1,6,21
O=C(CCCc1c[nH]c2ccccc12)NCc1cccs1,-2,-0.5,0,-1,0,4,-10,6,30,-21
CCOc1ccccc1CNCC1CCCO1 (stereo unspecified),-5,-0.6,-9,2,-1,1,-33,1,-14,2
Cc1ccc2nc(SCC(=O)c3c[nH]c4ccccc34)[nH]c2c1,-6,0.7,-28,-2,0,14,2,-3,15,-5
COc1ccccc1-c1nnc(SCC(=O)Nc2ccc(S(N)(=O)=O)cc2)n1C,11,-0.1,25,6,5,-14,-12,2,-12,38
Cc1nnc(SCCC#N)n(CCC#N)c1=O,-3,-0.2,0,-1,0,-6,-26,2,-7,0
Cc1ccc(C(=O)Nc2cccc(-c3nc4ncccc4o3)c2)cc1,5,-0.4,-21,1,-3,1,-15,-4,26,5
C/C=C\C=C/C(=O)Nc1cccc(C2=NOC3(C2)C[C@H](C(N)=O)N(C(=O)CC)C3)c1 (stereo partly specified),-5,0.2,3,nt,nt,4,nt,-1,-11,21
SMILES,Platelet DG rel,HIF act,aSyn 5UTR inh,HSP90 inh,IEC-6 cytotox,HSF1 inh,KLF5 inhibitor,HDAC3 inhib,HSF1 activator,AI-2 QS modul
COCCNC(=O)CSc1nc2cc(OC)c(OC)cc2c(=O)n1CCC1=CCCCC1,5,0.3,-7,2,2,0,-11,nt,37,31
CN1CCN(CCCOc2ccc(-c3ccccc3)cc2)CC1,14,-8.3,-63,2,6,4,-77,3,21,14
CCOc1ccc(Cc2n[nH]c(=S)n2Cc2ccccc2)cc1,10,0.0,-15,0,-1,-2,-14,4,5,15
COc1cc(/C=C2\SC(=S)N(CCC(=O)Nc3ccc(O)cc3)C2=O)cc(OC)c1OC,9,0.0,-15,-1,0,0,-11,-4,-5,17
CC(C)c1ccccc1OCCNC(=S)NC(=O)c1cccnc1,5,-0.2,31,2,-2,2,-12,nt,-13,11
COc1ccc(CNCC2COc3ccccc3O2)cc1 (stereo unspecified),-4,-36,-10,3,-6,15,-4,-4,33,31
Cc1ccc(NC(=O)c2ccc(C)c(S(=O)(=O)N3CCOCC3)c2)nc1,2,-0.2,-23,nt,nt,5,nt,0,10,11
COc1ccc(CNC(=O)CCn2c(=O)oc3ccccc32)cc1,0,-0.4,1,1,2,4,6,-5,9,8
O=C(Nc1cccnc1)c1ccccc1Cl,6,-1.7,-13,-5,-6,2,-49,-11,4,5
O=C(NCCc1c[nH]c2ccccc12)C1Cc2ccccc2CN1C(=O)c1ccco1 (stereo unspecified),-3,-0.4,-13,1,3,2,-23,0,20,7
COc1ccc(-c2csc(N(CCCN3CCOCC3)C(=O)CCl)n2)cc1,4,0.4,-12,-4,-6,-1,-36,7,-3,17
Cc1noc(C)c1S(=O)(=O)N1Cc2ccccc2CC1C(=O)N(C)C (stereo unspecified),4,-0.6,12,0,-3,4,-19,4,38,19
O=C(O)c1ccc(NC(=S)NC2CCCCC2)cc1,4,1.4,-65,9,3,-21,-40,6,-27,19
COc1ccc(Br)cc1/C(C)=N/NC1=NCCN1,9,-0.3,-5,3,8,-4,-8,4,2,21
CCC1CCCCN1Cc1ccc(OC)c(C)c1 (stereo unspecified),3,0.2,6,11,5,-5,-18,-1,-18,8
O=C(c1cc(Cl)nc2ccccc12)N1CCN(S(=O)(=O)c2cccc(F)c2)CC1,5,0.3,13,nt,nt,5,nt,-3,-8,41
Cc1cn2c(N)c(C=C3C=C(Cl)C(=O)C(Cl)=C3)c(=O)nc2s1,-1,0.3,-32,-1,-6,-2,-15,nt,1,28
C/C(=N\OC(=O)NC1CCCCC1)c1sc(-c2ccccc2)nc1C,9,1.4,-115,0,2,28,-6,11,17,31
CCCc1cc(=O)[nH]c(SCc2ccc(Cl)cc2)n1,2,-0.2,1,0,-1,5,-23,2,15,16
O=C(Cn1nc(-c2ccc(F)cc2)ccc1=O)Nc1ccc2c(c1)OCCO2,0,-0.3,-4,-1,1,4,-5,2,-4,8
CC(NC(=O)c1cc(Br)ccc1Br)c1ccccc1 (stereo unspecified),-5,-0.7,7,-1,0,-3,0,-1,1,8
COc1ccc(C(=O)c2ccc(OC)cc2O)c(O)c1,nt,2.3,-120,-1,2,21,-46,4,18,22
Cc1nc(/N=C\c2ccc(N(C)C)cc2)sc1C,-1,0.3,-2,nt,nt,1,nt,6,-10,22
O=C1C=C(c2ccccc2)C[C@H](c2cccs2)[C@H]1n1cnc([N+](=O)[O-])c1,-1,-0.2,19,1,-3,-1,-14,7,-4,26
